Screens deposited in PubChem BioAssay by Broad Institute.
RAD52 inh: blocks human RAD52 DNA annealing | P43351 | recombinant RAD52 DNA annealing, FRET fluorescence | inhibition, % at 18.7 µM | actives 0.46% (n = 360,000);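 active = every replicate showing at least 50% inhibition; inconclusive = mean inhibition at least 50% but not in every replicate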
Target sequence (P43351 whole entry, looked up): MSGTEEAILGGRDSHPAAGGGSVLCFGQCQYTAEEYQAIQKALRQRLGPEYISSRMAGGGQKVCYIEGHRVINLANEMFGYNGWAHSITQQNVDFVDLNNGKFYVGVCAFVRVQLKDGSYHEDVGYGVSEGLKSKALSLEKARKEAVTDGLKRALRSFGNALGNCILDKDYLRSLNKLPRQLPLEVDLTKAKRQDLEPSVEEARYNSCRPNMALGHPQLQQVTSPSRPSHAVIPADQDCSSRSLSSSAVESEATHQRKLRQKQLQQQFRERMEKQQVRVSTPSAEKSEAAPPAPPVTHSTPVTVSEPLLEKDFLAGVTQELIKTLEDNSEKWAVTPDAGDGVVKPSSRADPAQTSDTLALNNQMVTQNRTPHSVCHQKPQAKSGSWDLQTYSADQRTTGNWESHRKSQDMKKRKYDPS
RAD54 inh: blocks human RAD54 Holliday junction branch migration | AID 602329 | actives 0.14% (n = 360,000) | Q92698 | inhibition, % at 10.4 µM | FAM/BHQ fluorescence;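 active = mean normalized replicate activity at least 40 and at least half of replicates scoring 40 or more; inconclusive = only one of the two criteria met; inactive = mean below 40 and under half of replicates reaching 40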;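 note: 0% = median of neutral control wells and 100% = median of positive control wells; inhibitors cause a drop in the FAM fluorescence signal; in these data hits start at about 50%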
esBAF inh: SWI/SNF esBAF complex inhibition. reporter increase, % at 12.5 µM. AID 602393. actives 2% (n = 350,000). mouse ES cells, Bmi1-luciferase knock-in reporter, 24 h; 100% = twice the neutral-well signal; in the data active = activation above about 40%; inconclusive = no clear call, values can overlap the other calls;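 note: 0% = median of the plate's neutral control wells and 100% = double that signal; a rise in the Bmi1 reporter signal indicates esBAF inhibition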
S100A4 inh HTS: S100A4-myosin IIA interaction inhibition; P26447; S100A4/TAMRA-MyoIIA peptide fluorescence polarization; inhibition, % at 10.7 µM; actives 0.14% (n = 360,000); AID 652163;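 active = mean inhibition of at least 70% across replicates, with every replicate also reaching that level; inconclusive = mean inhibition reaches 70% but some replicates fall short; inactive = mean inhibition below 70%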
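System – human S100A4 monomer protein, biochemical binding assay · Buffer or medium – Calcium-containing HEPES buffer, pH 7.2 · Timing – 5 min between mix addition and reading · Also added – TAMRA-labelled myosin IIA heavy-chain peptide probe, 5 nM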
E-sel inducer: E-selectin induction on HUVECs; activation, % at 7.58 µM; P16581; HUVEC E-selectin immunofluorescence imaging; normalized: neutral wells 0, TNF-alpha wells 100; actives 0.37% (n = 260,000); AID 686992;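 active = mean E-selectin-positive cell signal at least 10% of the positive control, reached in at least 60% of replicates, without over 20% cell loss; inconclusive = no rule given, readout overlaps actives, possibly toxicity-flagged; inactive = the rest, including those meeting only one limit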;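 note: in these data hits start at about 27%; measured in HUVEC primary endothelial cells; signal is the percent of cells scored E-selectin positive by PE staining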
Target sequence (P16581 whole entry, looked up): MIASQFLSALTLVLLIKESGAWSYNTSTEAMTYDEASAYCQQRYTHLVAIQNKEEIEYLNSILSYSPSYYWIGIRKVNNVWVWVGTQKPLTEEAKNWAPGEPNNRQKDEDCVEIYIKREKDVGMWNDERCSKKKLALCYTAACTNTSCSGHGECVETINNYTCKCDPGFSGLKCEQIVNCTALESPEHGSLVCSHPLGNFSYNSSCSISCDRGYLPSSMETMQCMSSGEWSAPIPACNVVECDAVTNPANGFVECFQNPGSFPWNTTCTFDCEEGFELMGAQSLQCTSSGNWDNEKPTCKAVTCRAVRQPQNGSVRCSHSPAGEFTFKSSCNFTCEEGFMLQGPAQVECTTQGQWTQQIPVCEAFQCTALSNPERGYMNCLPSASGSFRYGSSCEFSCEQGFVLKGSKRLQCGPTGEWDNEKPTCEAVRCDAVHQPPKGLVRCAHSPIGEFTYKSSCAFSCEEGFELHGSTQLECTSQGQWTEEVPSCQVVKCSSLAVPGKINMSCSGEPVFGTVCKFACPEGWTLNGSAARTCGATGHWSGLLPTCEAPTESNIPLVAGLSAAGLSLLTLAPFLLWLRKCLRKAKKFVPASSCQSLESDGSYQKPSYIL
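Test system: HUVEC; input: 3,000 HUVEC/well; measured by: immunofluorescence imaging; read-out: % PE-positive cells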
EWS-Fli inh: blocks EWS/Fli oncoprotein-driven transcription | A673 NR0B1-luciferase reporter, viability-normalised | inhibition, % at 12.6 µM | actives 0.67% (n = 350,000);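 active = mean inhibition of at least 50% after viability correction, with every replicate also passing that limit; inconclusive = mean reaches 50% but only one of two replicates passes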;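 note: firefly luciferase signal divided by Alamar Blue viability fluorescence both relative to DMSO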
Xi reactivation: X-chromosome reactivation activator. activation, % at 7.58 µM. actives 0.055% (n = 360,000). XiGFP mouse fibroblasts, % GFP-positive cells imaging, 3 d; cells co-treated with 5-aza-dC sensitizer; scaled so ellipticine positive control = 100%;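 active = mean normalized replicate activation at least 10% and every replicate at or above 10%; inconclusive = only one of the two criteria met; inactive = mean below 10% and not all replicates reach 10%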;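 note: 0% = median of on-plate neutral control wells and 100% = ellipticine 6 µM median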
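Assay system: SV40-immortalized XiGFP fibroblast cells, line 68-5-11; buffer or medium: DMEM plus 5-aza-dC sensitizer; compound: one concentration, pinned; timing: compounds 3 days, fix/stain 15 min at room temperature; benchmarks: positive control ellipticine, 6 µM final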
FN deposit inh: fibronectin deposition inhibition; AH1F fibroblasts, Alexa488-fibronectin deposition fluorescence, overnight; inhibition, % at 12.6 µM; actives 0.086% (n = 350,000);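 active = mean inhibition across replicates of 30% or more, regardless of how many single replicates reach that level; inconclusive = mean under 30% yet at least half of replicates reach 30%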;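 note: positive control wells lacked labelled fibronectin entirely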
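Assay system: AH1F fibroblast monolayer, labelled fibronectin deposition. Amount: 10000 cells per well. Also added: labelled fibronectin 24 nM. Compound: single-point pinned compound. Incubation: cell attachment 1 h, compound and FN exposure overnight. Detection: fluorescence after three HBSS washes, excitation 485 nm, emission 525 nm. Read-out: inhibition of fibronectin deposition signal.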
* marks the source's active call; other numbers are inactive results; ? = inconclusive; nt = not tested or not shown.

SMILES	RAD52 inh	RAD54 inh	esBAF inh	S100A4 inh HTS	E-sel inducer	EWS-Fli inh	Xi reactivation	FN deposit inh
COc1cc(N(C(C)=O)c2ccc(O)cc2)c2ncccc2c1	-2	-21	-4	-3	0.2	1	0.0	nt
O=C(COC(=O)c1ccc(O)cc1)Nc1cccc(S(=O)(=O)NC2=NCCC2)c1	-8	-3	-6	4	nt	4	-0.1	6
CC(C)CC(C(=O)N1CCOCC1)N1Cc2ccccc2C1=O (configuration not stated)	-6	nt	nt	-4	nt	-13	0.2	-2
COc1ccc(OC(C)C(=O)NC(C)c2ccccc2)cc1 (configuration not stated)	7	1	-1	-1	nt	-3	0.0	10
CO[C@H]1CN(C)C(=O)c2cc(NC(C)=O)ccc2OC[C@@H](C)N(S(C)(=O)=O)C[C@@H]1C	-14	-2	0	17	-0.2	-5	0.2	7
CN1[C@@H]2c3ccc(-c4ccccc4F)c(=O)n3C[C@@H]2[C@@H](CO)[C@@H]1C(=O)Nc1nccs1	-6	9	-4	3	0.3	0	0.3	13
CCC(CC)c1nnc(NC(=O)COc2ccc3c(c2)OCO3)s1	-1	10	0	3	0.0	-6	0.0	-2
CN1CCN(C(=O)C[C@H]2CC[C@H]3[C@@H](COC[C@@H](O)CN3Cc3cccc(Cl)c3)O2)CC1	9	7	4	0	0.1	-16	0.0	-5
COCCCNC(=S)Nc1ccccc1[N+](=O)[O-]	-11	-4	-5	3	-0.7	-6	-0.2	-2
CC(C)c1ccc(NC2CCCN(C(=O)c3ccnn3C)C2)cc1 (configuration not stated)	-3	2	2	-1	-1.3	-2	0.2	-2
CC(O)CN=c1cc(-c2ccccc2)oc2ccc(Cl)cc12 (configuration not stated)	31	67*	-9	-3	nt	nt	nt	nt
O=C(c1cccnc1)N1CC2(C1)[C@H](c1ccccc1)[C@H](CO)N2CC1CC1	-3	nt	nt	-7	-0.1	-1	0.0	nt
C[C@@H]1CN([C@@H](C)CO)C(=O)c2cc(NC(=O)Nc3ccc(F)cc3)ccc2O[C@@H]1CN(C)S(=O)(=O)c1ccc(F)cc1	26	-6	4	0	0.5	4	0.4	nt
Cc1ccc(S(=O)(=O)NCCC(=O)NNC(=O)COc2ccc(Br)cc2)cc1C	-10	-5	-3	5	nt	1	-0.4	-7
COc1ccc(N(CC(=O)NCCSCc2ccco2)S(=O)(=O)c2ccccc2)cc1Cl	-8	-2	3	6	nt	13	0.1	-3
Fc1cccc(F)c1/C=N/Nc1ccccn1	-3	nt	nt	2	-0.2	-50	0.2	-6
CCCNC(=O)N(C)C[C@H]1Oc2cc(-c3ccccc3)ccc2S(=O)(=O)N([C@H](C)CO)C[C@H]1C	8	7	-4	5	0.1	0	0.0	nt
C[C@@H]1CN([C@H](C)CO)C(=O)c2cc(NS(=O)(=O)c3ccc(Cl)cc3)ccc2O[C@@H]1CN(C)C(=O)NC1CCCCC1	-9	-6	1	-5	-4.6	6	-0.6	0
NC(=S)Nc1cccc(F)c1	-17	-3	-1	5	-0.1	-1	0.3	0
CC(NC(=O)CCc1nnc(C2(c3ccc(Cl)cc3)CCC2)o1)C1CC1 (configuration not stated)	1	nt	nt	-4	nt	-18	0.0	4
CC(C(=O)N1CCN(Cc2ccc3c(c2)OCO3)CC1)c1ccc([N+](=O)[O-])cc1 (configuration not stated)	-16	nt	nt	3	1.8	0	0.3	2
O=C(Cc1ccc(Cl)cc1)NNC(=O)c1ccco1	-4	-1	9	-2	nt	nt	0.1	2
CSc1nc2ncc(C#N)cn2n1	-9	-1	-3	-3	nt	0	0.0	2
COc1ccc(CNC(=O)CCCn2nc(C)c3c(C)n(-c4ccccc4)nc3c2=O)cc1	-8	-1	-3	1	nt	-1	0.1	3
O=c1cc(-c2ccccc2)oc2cc(OCc3ccccc3)cc(O)c12	-15	-1	-1	-3	nt	-1	0.0	1

Another view of 5 compounds above:
| smiles | RAD52 inh | RAD54 inh | esBAF inh | S100A4 inh HTS | E-sel inducer | EWS-Fli inh | Xi reactivation | FN deposit inh |
| --- | --- | --- | --- | --- | --- | --- | --- | --- |
| O=C(c1cccnc1)N1CC2(C1)[C@H](c1ccccc1)[C@H](CO)N2CC1CC1 | -3 | nt | nt | -7 | -0.1 | -1 | 0.0 | nt |
| O=C(Cc1ccc(Cl)cc1)NNC(=O)c1ccco1 | -4 | -1 | 9 | -2 | nt | nt | 0.1 | 2 |
| CCCNC(=O)N(C)C[C@H]1Oc2cc(-c3ccccc3)ccc2S(=O)(=O)N([C@H](C)CO)C[C@H]1C | 8 | 7 | -4 | 5 | 0.1 | 0 | 0.0 | nt |
| C[C@@H]1CN([C@H](C)CO)C(=O)c2cc(NS(=O)(=O)c3ccc(Cl)cc3)ccc2O[C@@H]1CN(C)C(=O)NC1CCCCC1 | -9 | -6 | 1 | -5 | -4.6 | 6 | -0.6 | 0 |
| O=C(COC(=O)c1ccc(O)cc1)Nc1cccc(S(=O)(=O)NC2=NCCC2)c1 | -8 | -3 | -6 | 4 | nt | 4 | -0.1 | 6 |

Other results
SMILES	RAD52 inh	RAD54 inh	esBAF inh	S100A4 inh HTS	E-sel inducer	EWS-Fli inh	Xi reactivation	FN deposit inh
COc1cc(NC(=O)CN2CCC(C(N)=O)(N3CCCCC3)CC2)c(OC)cc1Cl	-16	nt	nt	1	0.3	9	0.5	-16
CCNC(=O)C1(C)CCCN(C(=O)c2cc(OC)ccc2Br)C1 (configuration not stated)	-4	10	-2	3	-0.1	-5	-0.1	0
CC(O)(P(=O)(O)O)P(=O)(O)O	-15	0	6	-4	1.3	-15	0.0	-4
O=C(Nc1ccc(NS(=O)(=O)c2ccccc2)cc1)c1ccc(Cl)cc1	-17	-4	3	-4	-0.4	nt	0.0	nt
Cc1noc(C)c1CSc1ccccc1C(=O)O	1	-5	-6	-5	-0.2	5	0.0	0
CSc1nsc(NC(=O)OCc2ccc(Cl)cc2)n1	-5	-7	5	5	nt	-2	0.1	-3
COc1cc(C(C(=O)NC2CCCC2)N(C(=O)c2snc(C(N)=O)c2N)C2CCCC2)cc(OC)c1OC (configuration not stated)	13	-7	-2	1	-0.1	0	0.0	-1
C[C@H](CO)N1C[C@H](C)[C@@H](CN(C)C(=O)C2CCCCC2)Oc2ncc(-c3cccc(C#N)c3)cc2C1=O	9	-2	1	-5	0.3	5	-0.2	nt
COCC(=O)N1CC(=O)N2[C@@H](CO)[C@@H](c3ccc(-c4ccccc4C)cc3)[C@@H]2C1	-5	nt	nt	-7	0.9	6	0.4	nt
NC(=O)CC1C(=O)N(c2ccccc2)C(=S)N1NC(=O)c1ccc(Br)cc1 (configuration not stated)	10	8	12	1	0.0	-36	0.1	-1
O=c1c(-c2ccc(O)cc2)coc2cc(O)cc(O)c12	8	-8	57*	-6	nt	-71	nt	nt
COc1ccc(NC(=O)c2cccc3ccccc23)cc1	-15	2	?	-2	nt	-27	0.1	13
CNC(=O)c1[nH]cnc1C(=O)Nc1ccc(OC)cc1	-3	4	6	1	0.0	-5	0.0	-16
CCCC[C@@H](CNC)NC[C@H](Cc1ccc(O)cc1)NCCc1ccc(OCC)cc1	26	14	0	-2	nt	24	0.0	1
COc1cccc(C2CC(c3ccc(C(C)C)cc3)n3nc(N)nc3N2)c1 (configuration not stated)	-15	11	-4	3	nt	-1	0.3	1
CCCNC(=O)N(C)C[C@H]1Oc2cc(C#Cc3cccc(F)c3)ccc2S(=O)(=O)N([C@@H](C)CO)C[C@@H]1C	13	-3	8	-5	0.1	13	0.6	-9
CCOc1ccc(CCNC(=O)c2nn(C)c3c2CS(=O)(=O)c2ccccc2-3)cc1OCC	-9	-7	4	-2	nt	-1	0.0	-3
CC1CCCN(C(=O)c2nn(C)c3c2CS(=O)(=O)c2ccccc2-3)C1 (configuration not stated)	3	0	2	-2	0.2	nt	0.0	0
CCOC(=O)N1CCN(C(=S)NC(=O)C23CC4CC(CC(C4)C2)C3)CC1	-3	nt	nt	5	nt	-2	0.8	-9
COc1ccc(NC(=O)CN(C)CC(=O)Nc2sc3c(c2C#N)CCC3)cc1	-23	0	-2	-12	0.6	11	0.1	1
Clc1ccc(-c2cn3ccccc3n2)cc1	-8	-5	-33	-5	nt	3	-0.1	-3
COc1cccc(CNC(=O)c2cccc(NC(=O)C3=C(C)OCCS3)c2)c1	-15	16	8	2	nt	2	0.1	4
CCOc1ccc(OCC(=O)Nc2ccccc2C(F)(F)F)cc1	-7	-10	14	-3	nt	2	0.0	10
O=C(CNC(=O)c1ccco1)Nc1ccc(N2CCCCCC2)cc1	-10	-5	31	-20	-0.1	-71	0.0	4
COC(=O)[C@H]1[C@H](CO)[C@H]2Cn3c(ccc(-c4cccnc4)c3=O)[C@H]2N1Cc1ccccc1F	3	5	2	-6	-0.2	-2	0.7	nt
The listing continues.
SMILES	RAD52 inh	RAD54 inh	esBAF inh	S100A4 inh HTS	E-sel inducer	EWS-Fli inh	Xi reactivation	FN deposit inh
Cc1cccc(CCNC(=O)CNS(=O)(=O)c2ccc3nc(C)sc3c2)c1	-17	-7	7	-2	nt	-5	2.3	4
CN(C(=O)/C=C/c1ccc(F)cc1)C1CCCCC1	-17	11	nt	-2	nt	-65	0.0	-3
COc1ccc(C2/C(=C(\O)c3ccc4c(c3)OCCO4)C(=O)C(=O)N2Cc2cccnc2)cc1 (configuration not stated)	-16	-14	0	5	nt	0	0.3	2
COC(=O)CN1C(=O)[C@H]2[C@@H](/C=C/c3ccccc3)N3C(=O)CN(Cc4ccccc4)C(=O)[C@@]3(C)[C@H]2C1=O	-11	-4	10	-2	0.3	-1	-0.1	-1
Cc1nn(-c2ccccc2)c(C)c1C(=O)NCCc1ccc(Cl)cc1	-13	2	nt	7	0.4	0	0.3	nt
CCN(CC)CC(=O)Nc1ccc2c(c1)N(C(=O)CN(CC)CC)c1ccccc1CC2	15	14	-6	-2	nt	18	nt	nt
Cc1ccc(OC(=O)N(C)C[C@H]2OCc3ccccc3-c3ccccc3C(=O)N([C@H](C)CO)C[C@H]2C)cc1	6	-1	15	-3	0.2	2	0.1	-20
COc1ccccc1C(=O)Nc1ccc(S(=O)(=O)N2CCCCC2c2cccnc2)cc1 (configuration not stated)	-10	nt	nt	-3	nt	-8	-0.1	5
Cc1cc(NC(=O)CSc2cn(CCNC(=O)c3ccc(Cl)cc3)c3ccccc23)no1	0	-4	?	0	14	-25	0.1	-2
c1ccc2cc(OCCCn3ccnc3)ccc2c1	4	-3	13	-5	nt	-25	0.0	5

Part of the list above in a different format:
structure | RAD52 inh | RAD54 inh | esBAF inh | S100A4 inh HTS | E-sel inducer | EWS-Fli inh | Xi reactivation | FN deposit inh
COc1ccccc1C(=O)Nc1ccc(S(=O)(=O)N2CCCCC2c2cccnc2)cc1 (configuration not stated) | -10 | nt | nt | -3 | nt | -8 | -0.1 | 5
Cc1cc(NC(=O)CSc2cn(CCNC(=O)c3ccc(Cl)cc3)c3ccccc23)no1 | 0 | -4 | ? | 0 | 14 | -25 | 0.1 | -2
c1ccc2cc(OCCCn3ccnc3)ccc2c1 | 4 | -3 | 13 | -5 | nt | -25 | 0.0 | 5
